# Screens deposited in PubChem BioAssay by National Center for Advancing Translational Sciences (NCATS).
# p53 reactivation: qHTS assay for re-activators of p53 using a Luc reporter. H1299 p53-A138V BP100-luciferase reporter, luminescence, 24 h. Potency, µM (doses to about 92.2 µM), inactives show top-dose activity change, positive = activation, hits mostly activators. 0.063% of 320,000 active; also: potency is read from the fitted curve at half-maximal effect; % of control where 0% means no effect; nearly all actives have a fitted effect of over 45% in size
#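 H1299 (p53-null), stable ts p53-A138V + BP100-Luc; 1000 cells/well, Opti-MEM/10% FBS; cpd 4 pt, 1:5; 24 h, 37 deg C, 5% CO2; detection reagent 10 min RT; luminescence.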
# NPC1 prom act: qHTS Assay for NPC1 Promoter Activators | Huh7 NPC1 promoter luciferase reporter, 24 h | Potency, µM (top dose mostly 9.22 µM), without a hit: at the top dose activation, most hits filed as activators | 2.4% of 320,000 active;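 also: potency is read from the fitted curve at half-maximal effect; % of control where 0% means no effect; nearly all actives have a fitted effect of over 60% in size; reporter is driven by a mutant NPC1 promoter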
#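 Stable NPC1-promoter luciferase Huh7 line; cpd (DMSO) 24 h, 37 °C, 5% CO2; Amplite luciferase reagent 10 min RT; luminescence readout. qHTS format.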
# ELG1 genotox: qHTS screen for small molecules that induce genotoxicity in human embryonic kidney (HEK293T) cells expressing luciferase-tagged ELG1. 1.3% of 330,000 active. AID 504466, 2011. Potency, µM (top dose mostly 46 µM), for inactives: at the highest dose activity change, positive = activation, usual class: activators. HEK293T ELG1-luciferase reporter, luminescence, 16 h; also: potency is read from the fitted curve at half-maximal effect; % of control where 0% means no effect; nearly all actives have a fitted effect of over 60% in size
#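 Genotoxicity was scored as increased ELG1-luciferase reporter signal, measured by ONE-Glo luminescence (30 min, room temperature). Compound or vehicle exposure of the HEK293T reporter cells lasted 16 hr at 37°C.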
# BRCA1 expr act: qHTS Assay to Identify Small Molecule Activators of BRCA1 Expression | 1.1% of 380,000 active | MCF7-BRCA1-FFLuc reporter, luminescence, 48 h; response scale: scaled: vehicle 0%, 10 µM genistein 100% | Potency, µM (top dose mostly 46.1 µM), inactives show at the top dose activation, hits mostly activators; also: potency is read from the fitted curve at half-maximal effect; nearly all actives have a fitted effect of over 80% in size; some results filed as inactive show a strong effect at the top dose
#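 Cells: MCF7-BRCA1-FFLuc, 2000/well. Exposure: 48 h, 37 °C, 5% CO2. Read: luminescence, 15 min post-substrate. Controls: genistein 10 microM (maximal activation), DMSO (neutral).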
# Gal4-VP16 FLuc: VP16 counterscreen qHTS for inhibitors of ROR gamma transcriptional activity | Drosophila S2 Gal4-VP16 UAS-luciferase, luminescence, 20 h | Potency, µM (doses to about 53.6 µM), inactives show at the top dose activity, negative = inhibition, hits mostly inhibitors | AID 2546, 2010 | 3.5% of 310,000 active;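 also: Gal4-VP16 expression switched on by copper sulfate through the metallothionein promoter; potency is read from the fitted curve at half-maximal effect; % is scaled to controls: 0 for no effect and ±100 for the full control effect; nearly all actives have a fitted effect of over 50% in size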
# Giardia killer: Small Molecules that selectively kill Giardia lamblia: qHTS; activity change, % at 7.66 µM, hits read low; Giardia lamblia trophozoite viability; 0.15% of 340,000 active; AID 540267, 2011; in the data active = activity change below about -80%; inconclusive = between about -30% and that limit;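 also: parasites exposed to compound for two days anaerobically before the ATP read; % is scaled to controls: 0 for no effect and ±100 for the full control effect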
#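 Luminescent ATP signal served as the viability read-out, measured 15-30 min after adding ATP detection reagent to trophozoites that had been incubated with compounds for 48 hrs at 37 deg C anaerobically at 100 cells/well.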
# PKM2 activator: qHTS Assay for Activators of Human Muscle isoform 2 Pyruvate Kinase | Pyruvate kinase PKM (Homo sapiens), P14618 | purified PKM2, Kinase-Glo ATP luminescence, activation; response scale: 0% is enzyme alone, no compound | Potency, µM (titrated, usually from 57.5 µM), for the others: at the top dose activation, most hits filed as activators | 0.34% of 260,000 active; also: potency is read from the fitted curve at half-maximal effect; % is scaled to controls: 0 for no effect and ±100 for the full control effect; nearly all actives have a fitted effect of over 55% in size
# Target sequence (P14618 whole entry, looked up, canonical isoform): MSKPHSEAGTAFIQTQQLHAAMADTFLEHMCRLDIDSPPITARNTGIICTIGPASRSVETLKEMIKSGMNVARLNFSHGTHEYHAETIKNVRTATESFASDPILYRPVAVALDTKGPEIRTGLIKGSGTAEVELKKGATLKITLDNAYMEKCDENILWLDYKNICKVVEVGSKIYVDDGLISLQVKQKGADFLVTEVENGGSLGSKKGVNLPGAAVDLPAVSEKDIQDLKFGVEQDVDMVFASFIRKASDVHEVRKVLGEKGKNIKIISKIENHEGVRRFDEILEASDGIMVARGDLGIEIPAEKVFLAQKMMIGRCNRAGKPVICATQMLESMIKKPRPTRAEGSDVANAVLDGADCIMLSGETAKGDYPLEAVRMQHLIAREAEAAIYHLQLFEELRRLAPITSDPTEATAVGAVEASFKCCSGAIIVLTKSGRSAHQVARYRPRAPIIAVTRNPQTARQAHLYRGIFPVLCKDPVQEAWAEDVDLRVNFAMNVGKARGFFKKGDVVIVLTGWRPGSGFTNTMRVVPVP
#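 Kinase-Glo luminescence reports ATP generated from ADP (0.1 mM) and PEP (0.5 mM) by purified hPK-M2 after 1 h at room temperature, pH 7.2 imidazole buffer; intermediate enzyme activity allows detecting inhibitors and activators.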
# RORgamma inh: qHTS for inhibitors of ROR gamma transcriptional activity; Nuclear receptor ROR-gamma (Mus musculus), P51450; Drosophila S2 Gal4-RORgamma UAS-luciferase reporter, 20 h; Potency, µM (titrated, usually from 53.6 µM), for the others: at the top dose activity change, negative = inhibition, usual class: inhibitors; 5.4% of 310,000 active; AID 2551, 2010; also: potency is read from the fitted curve at half-maximal effect; % is scaled to controls: 0 for no effect and ±100 for the full control effect; nearly all actives have a fitted effect of over 60% in size
# Target sequence (P51450 whole entry, looked up, the tested form may be a part): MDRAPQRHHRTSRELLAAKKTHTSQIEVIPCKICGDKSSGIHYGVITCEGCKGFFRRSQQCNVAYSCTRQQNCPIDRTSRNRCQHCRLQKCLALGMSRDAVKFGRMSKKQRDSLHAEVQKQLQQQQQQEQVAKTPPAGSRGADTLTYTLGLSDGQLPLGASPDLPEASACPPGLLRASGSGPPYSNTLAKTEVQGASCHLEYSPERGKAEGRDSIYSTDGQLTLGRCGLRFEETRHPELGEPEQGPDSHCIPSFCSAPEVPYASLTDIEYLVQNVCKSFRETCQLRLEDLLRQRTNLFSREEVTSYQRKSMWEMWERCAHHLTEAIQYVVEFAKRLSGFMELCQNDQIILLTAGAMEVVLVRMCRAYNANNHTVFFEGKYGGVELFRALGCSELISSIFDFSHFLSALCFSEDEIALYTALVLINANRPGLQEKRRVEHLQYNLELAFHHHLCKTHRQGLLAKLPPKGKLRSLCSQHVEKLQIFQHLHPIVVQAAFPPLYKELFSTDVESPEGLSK
#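 Drosophila S2 cells stably expressing Gal4-DBD/mouse RORγ fusion under metallothionein promoter plus UAS-luciferase; compound 1 h, then 700 uM CuSO4 induction for 20 h at ambient temperature; inhibition read as reduced luminescence.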
# Menin-MLL TR inh: qHTS Assay for Inhibitors Targeting the Menin-MLL Interaction in MLL Related Leukemias: Competition With Texas Red Labeled MLL-derived Mutant Peptide | O00255 | Menin + Texas Red MLL mutant peptide, fluorescence polarization | Potency, µM (highest dose often 61.6 µM), without a hit: at the top dose FP activity change, negative = inhibition, hits mostly inhibitors | 0.23% of 270,000 active; active = well fitted inhibition curve with a large enough effect in the polarisation, with a control signal flat, not every such curve was filed as active; inconclusive = small, poorly fitted or top-dose-only effect, or effect the other way, or a change in a side signal; inactive = no such curve, though single readings can be large or run the other way; the % refers to the polarisation; also: potency is read from the fitted curve at half-maximal effect; % of control where 0% means no effect; many of its hits are not listed in these tables
# Rab9 prom act: qHTS Assay for Rab9 Promoter Activators | 2.8% of 320,000 active | Potency, µM (top dose mostly 9.22 µM), for inactives: at the highest dose activation, negative = inhibition, usual class: activators | Huh7 Rab9 promoter-luciferase reporter, luminescence, 24 h; also: potency is read from the fitted curve at half-maximal effect; % of control where 0% means no effect; nearly all actives have a fitted effect of over 60% in size
#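 Luminescence read-out: Huh7 cells stably expressing Rab9-luciferase, treated 24 h with compound at 37 °C, then lysed with luciferase reagent for 10 min at ambient before reading.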
# FLuc modulator: qHTS profiling assay for firefly luciferase inhibitor/activator using purifed enzyme and Km concentrations of substrates (counterscreen for miR-21 project); Luciferin 4-monooxygenase (Photinus pyralis), P08659; purified FLuc, Km substrates, luminescence inhibition; Potency, µM (top dose mostly 57.5 µM), for inactives: at the highest dose activity change, negative = inhibition, actives largely listed as inhibitors; 6.9% of 360,000 active;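 also: potency is read from the fitted curve at half-maximal effect; plate controls were vehicle for no effect and reference inhibitor for full effect; nearly all actives have a fitted effect of over 55% in size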
#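 Purified P. pyralis luciferase (10nM final) with 10uM D-luciferin and 10uM ATP (Km levels) in 50mM Tris acetate pH 7.5, 10mM Mg acetate, 0.01% Tween-20, 0.05% BSA; qHTS 6-point titration, ~60 µM downward; luminescence read.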
# The depositor's hits bear a star; ? = inconclusive; nt = no result given; & = joins results of further samples; [ ] = dose if it differs, or a comment. Unless noted, calls follow the shape of the dose curve; as a rule, active = well fitted curve in the direction sought with a large enough effect; inconclusive = small, poorly fitted or top-dose-only effect, or another doubt; inactive = no such curve, though single readings can be large; an effect the other way counts as inactive or inconclusive.
Molecule	p53 reactivation	NPC1 prom act	ELG1 genotox	BRCA1 expr act	Gal4-VP16 FLuc	Giardia killer	PKM2 activator	RORgamma inh	Menin-MLL TR inh	Rab9 prom act	FLuc modulator
Clc1ccc(Nc2nc3ccccc3n3nnnc23)cc1	9%	9%	?	-47%	-3%	-3	-3%	2%	11%	11%	-17%
COc1cc(S(=O)(=O)n2cnc(C)c2)ccc1Cl	-2%	-3%	3%	-36%	-7%	0	?	25%	8%	-4%	1%
COc1cc(NC(=O)CCc2nnc3ccc(N4CCN(C)CC4)nn23)cc(OC)c1	13%	-3%	1%	21%	-3%	24	nt	-7%	nt	1%	1%
O=C(CCCN1C(=O)c2ccccc2C1=O)NCc1ccc(F)cc1	nt	0%	-4%	0%	-1%	-19	0%	18%	21%	-3%	9%
CCOC(=O)N1CCN(c2ccc(Cl)cc2)CC1	-8%	1%	0%	-5%	1%	21	-11%	3%	-12%	-2%	-8%
Cc1ccc(Oc2nc3ccccn3c(=O)c2/C=C(\C#N)C(=O)NC2CCS(=O)(=O)C2)cc1 (stereo not drawn)	3%	0%	-3%	0%	-3%	15	7%	?	nt	0%	2%
O=S(=O)(Cc1ccccc1)N1CCNCC1	-2%	-6%	0%	3%	8%	-21	nt	-17%	3%	2%	1%
Cc1cc(C)c(C#N)c(N2CCCC2)n1	1%	-2%	0%	-3%	-4%	3	-1%	1%	2%	0%	2%
CCN(CC(=O)Nc1ccc(NC(C)=O)cc1)C(=O)c1ccc2c(c1)OCCO2	0%	0%	-2%	2%	nt	-10	nt	nt	nt	-3%	-6%
COc1ccccc1N1CCN(C(=O)CSc2nc(-c3ccco3)cc(C(F)(F)F)n2)CC1	-9%	1%	-11%	-36%	-1%	2	-2%	11%	-18%	-3%	0%
COc1cc(C2=NOC(C(=O)N3CCCc4ccccc43)C2)cc(OC)c1OC (stereo not drawn)	-7%	-3%	-1%	-20%	0%	6	-1%	44%	-8%	-3%	3%
CCCCN(C)C(=O)c1c[nH]c2ccc(S(=O)(=O)N3CCOCC3)cc2c1=O	0%	-2%	-1%	5%	22%	6	21%	-2%	-13%	0%	4%
CCn1c(SC(C)C(=O)NC2CCCc3ccccc32)nnc1-c1cccs1 (stereo not drawn)	-2%	-2%	-6%	20%	-2%	0	5%	-6%	?	1%	3%
COc1ccc(CCC(=O)OCC(=O)N(CC(C)C)c2c(N)n(Cc3ccccc3)c(=O)[nH]c2=O)cc1	3%	-5%	1%	-19%	nt	6	nt	nt	nt	-4%	5%
COc1cc(NC(=O)CSc2nc3ccccc3n2-c2ccccc2)c(C)cc1[N+](=O)[O-]	2%	-5%	-1%	-20%	-8%	-21	-4%	?	6%	-6%	1%

# Three compounds picked at random from the list so far:
Molecule	p53 reactivation	NPC1 prom act	ELG1 genotox	BRCA1 expr act	Gal4-VP16 FLuc	Giardia killer	PKM2 activator	RORgamma inh	Menin-MLL TR inh	Rab9 prom act	FLuc modulator
COc1cc(S(=O)(=O)n2cnc(C)c2)ccc1Cl	-2%	-3%	3%	-36%	-7%	0	?	25%	8%	-4%	1%
COc1ccccc1N1CCN(C(=O)CSc2nc(-c3ccco3)cc(C(F)(F)F)n2)CC1	-9%	1%	-11%	-36%	-1%	2	-2%	11%	-18%	-3%	0%
CCOC(=O)N1CCN(c2ccc(Cl)cc2)CC1	-8%	1%	0%	-5%	1%	21	-11%	3%	-12%	-2%	-8%

# Remaining list, next part
Molecule	p53 reactivation	NPC1 prom act	ELG1 genotox	BRCA1 expr act	Gal4-VP16 FLuc	Giardia killer	PKM2 activator	RORgamma inh	Menin-MLL TR inh	Rab9 prom act	FLuc modulator
CCc1noc(C)c1C(=O)OCC(=O)Nc1ccc(F)cc1Cl	1%	1%	-1%	9%	nt	6	nt	nt	nt	-6%	0%
N=c1sccn1CC(=O)Nc1cccc2ccccc12	-4%	3%	0%	-36%	3%	-15	-8%	-1%	6%	1%	-1%
CC1CCC(C(=O)NNC(=O)c2cc(-c3ccco3)[nH]n2)CC1 (stereo not drawn)	3%	-4%	10%	2%	-3%[10 µM]	-13	3%	-12%	7%	-1%	-15%
COc1ccc(F)cc1C(=O)C1CCCN(C(=O)c2ccccc2N(C)C)C1 (stereo not drawn)	5%	2%	-4%	-19%	3%	-16	nt	23%	-8%	1%	-1%
CCOc1cc(S(=O)(=O)NC2CC2)c(OCC)cc1-n1cnnn1	4%	1%	1%	-3%	8%	1	12%	?	-2%	-6%	8%
CCC(=O)N(Cc1ccc(S(N)(=O)=O)cc1)C1CC(=O)N(c2ccccc2)C1=O (stereo not drawn)	3%	-9%	2%	19%	-13%	10	-7%	3%	-9%	-2%	0%
Cc1cccc(C)c1N(CC(=O)NC1CCCCC1)C(=O)c1csnn1	-1%	7%	0%	-11%	-1%	7	-1%	1%	0%	-11%	0%
COC(=O)c1ccc2c(=O)n(Cc3ccc(C(=O)NC(C)C)cc3)c(=S)[nH]c2c1	-3%	-15%	10%	-52%	3%	10	-7%	-15%	-7%	0%	-8%
O=C(O)/C(=C1\OC(=O)c2ccccc21)c1ccccc1	3%	-5%	1%	-10%	?	15	2%	?	2%	-3%	27µM*
CC(=O)Nc1sc2c(c1C#N)CCN(Cc1ccccc1)C2	-7%	9%	-3%	19%	0%	-4	1%	0%	-17%	3%	-17%
CCc1ccccc1NC(=O)c1cccc(NC(=O)/C=C/c2ccco2)c1	?	1%	-2%	40%	9%	-15	22%	44%	-12%	?	3µM*
CC(C)(O)/C=C1/Oc2ccccc2C1N1CCCCC1 (stereo not drawn)	4%	-7%	-4%	3%	-1%	34[activator]	0%	24%	-6%	-8%	2%
COCCCn1c(SCC(=O)O)nc2cc(OC)c(OC)cc2c1=N	4%	1%	0%	19%	-6%	-1	3%	-18%	-19%	-8%	-4%
CCn1c(=O)c(=O)[nH]c2c(=O)oc3ccc(S(=O)(=O)Nc4ccccc4)cc3c21	0%	1%	-2%[9.26 µM]	16%	-6%	-6	nt	1%	15%	2%	1%
CCOC(=O)NC(=O)/C(C#N)=C\Nc1ccc(Cl)cc1Cl	13%	-23%	16%	13µM*	5%	-4	-1%	16%	13%	?	13µM*
C/C=C/CSc1nc2c(c(=O)[nH]c(=O)n2C)n1CCC	-2%	-4%	?	-12%	12%	5	-4%	6%	-7%	4%	-2%
NS(=O)(=O)c1ccc(CCNC(=O)CCCCCn2c(=S)[nH]c3ccc(Br)cc3c2=O)cc1	1%	-3%	-9%	-61%	-5%	2	7%	-52%	?	-13%	-4%
CN(C)S(=O)(=O)N(CC(=O)NCCSCc1ccccc1)c1ccccc1	0%	-1%	-6%	-9%&4%	-14%	9	1%	15%	11%	1%	4%&-2%
O=S(=O)(c1ccc(Br)cc1)N1CCN(c2ccc3nnc(-c4ccccc4)n3n2)CC1	9%	-4%	-10%	0%	9%	-2	-13%	2%	-7%	-6%	0%
Cn1cc([N+](=O)[O-])c(C(=O)NC2CCCCCC2)n1	1%	-4%	-3%	0%	-3%	10	nt	-7%	nt	-8%	1%

# Rewritten field by field: entries from further up.
Structure: C/C=C/CSc1nc2c(c(=O)[nH]c(=O)n2C)n1CCC
- p53 reactivation: -2%
- NPC1 prom act: -4%
- ELG1 genotox: ?
- BRCA1 expr act: -12%
- Gal4-VP16 FLuc: 12%
- Giardia killer: 5
- PKM2 activator: -4%
- RORgamma inh: 6%
- Menin-MLL TR inh: -7%
- Rab9 prom act: 4%
- FLuc modulator: -2%

Structure: NS(=O)(=O)c1ccc(CCNC(=O)CCCCCn2c(=S)[nH]c3ccc(Br)cc3c2=O)cc1
- p53 reactivation: 1%
- NPC1 prom act: -3%
- ELG1 genotox: -9%
- BRCA1 expr act: -61%
- Gal4-VP16 FLuc: -5%
- Giardia killer: 2
- PKM2 activator: 7%
- RORgamma inh: -52%
- Menin-MLL TR inh: ?
- Rab9 prom act: -13%
- FLuc modulator: -4%

# These rows are one share of the data, so the mix of outcomes need not match the whole.
